Tb PYK inh: qHTS of Trypanosoma Brucei Inhibitors. pyruvate kinase (Trypanosoma brucei), Q57TT1. hit rate 0.12% among 410,000. AID 624173, 2012. TbPYK enzyme, Kinase-Glo Plus ATP luminescence, 45 min. Potency, µM (titrated, usually from 76.8 µM), without a hit: at the highest dose activity, negative = inhibition, usual class: inhibitors; further: potency means the concentration at half of the fitted maximal effect; nearly all actives have a fitted effect of over 50% in size
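In this concentration-response screen, enzyme-free wells defined baseline while DMSO plates tracked drift. Each reaction combined TbPYK, substrate, compound and 130 uM ADP for 45 min at room temperature. Kinase-Glo Plus luminescence gave the signal.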
LmPK inhibitor: qHTS Assay for Inhibitors of Leishmania Mexicana Pyruvate Kinase (LmPK). Potency, µM (titrated, usually from 57.5 µM), for inactives: at the highest dose activity change, negative = inhibition, usual class: inhibitors. Q27686. hit rate 0.37% among 290,000. purified LmPK, Kinase-Glo ATP luminescence, 1 h. AID 1721, 2009; further: potency means the concentration at half of the fitted maximal effect
Target sequence (Q27686 whole entry, looked up): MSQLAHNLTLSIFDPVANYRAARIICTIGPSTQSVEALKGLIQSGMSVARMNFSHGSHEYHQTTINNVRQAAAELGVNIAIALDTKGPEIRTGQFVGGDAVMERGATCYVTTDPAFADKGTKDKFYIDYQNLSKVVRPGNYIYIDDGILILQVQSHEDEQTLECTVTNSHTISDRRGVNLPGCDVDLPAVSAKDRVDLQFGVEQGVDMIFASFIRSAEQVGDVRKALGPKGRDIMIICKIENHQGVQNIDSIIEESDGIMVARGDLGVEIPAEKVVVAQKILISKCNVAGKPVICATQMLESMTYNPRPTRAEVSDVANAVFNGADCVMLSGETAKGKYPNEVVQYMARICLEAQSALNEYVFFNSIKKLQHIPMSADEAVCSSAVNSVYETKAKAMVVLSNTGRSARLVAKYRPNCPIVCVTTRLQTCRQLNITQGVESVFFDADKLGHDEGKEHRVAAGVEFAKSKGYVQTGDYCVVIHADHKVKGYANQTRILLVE
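Purified LmPK (0.1 nM) converted ADP (0.1 mM) to ATP with PEP (0.5 mM) in imidazole buffer pH 7.2 with KCl and MgCl2, 1 h at room temperature. ATP was read by Kinase-Glo luminescence; data normalized to uninhibited and no-enzyme controls.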
HCMV inh: qHTS Assay for inhibitors of the human cytomegalovirus (HCMV); HFF cells, HCMV-luciferase reporter, 72 h; active compounds read low; activity change, negative = inhibition, % at 57.5 µM; hit rate 4.5% among 410,000; in the data active means activity change below about -60%; inconclusive means no clear call, values can overlap the other calls; inactive means above about -39%
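Luciferase read-out from HCMV-luciferase-infected HFFs (MOI 1 PFU/cell) 72 h post infection at 37C; compounds added after 16 h cell attachment; activity normalized between buffer-only basal and Salinomycin (10uM) inhibitor controls.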
AmpC inh no detg: qHTS Inhibitors of AmpC Beta-Lactamase (assay without detergent); P00811; AmpC nitrocefin hydrolysis, absorbance 480 nm, 0.0001% Triton; Potency, µM (series often up to 57.1 µM), without a hit: at the top dose activity change, negative = inhibition, actives largely listed as inhibitors; hit rate 0.52% among 330,000;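 further: potency means the concentration at half of the fitted maximal effect; plate controls were no compound for no effect and no enzyme for full effect; nearly all actives have a fitted effect of over 20% in size; some results filed as inactive show a strong effect at the top dose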
Target sequence (P00811 whole entry, looked up): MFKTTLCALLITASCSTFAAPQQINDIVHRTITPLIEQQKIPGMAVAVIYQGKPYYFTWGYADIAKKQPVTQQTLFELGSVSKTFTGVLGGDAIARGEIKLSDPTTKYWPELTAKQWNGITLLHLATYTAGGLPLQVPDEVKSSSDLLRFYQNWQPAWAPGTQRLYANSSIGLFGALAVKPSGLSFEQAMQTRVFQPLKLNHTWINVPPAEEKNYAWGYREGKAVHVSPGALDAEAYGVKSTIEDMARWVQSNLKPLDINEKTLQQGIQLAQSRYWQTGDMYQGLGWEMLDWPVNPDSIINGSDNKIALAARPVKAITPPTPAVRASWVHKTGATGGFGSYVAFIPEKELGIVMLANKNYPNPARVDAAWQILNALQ
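AmpC (5.3 nM in the dispensed reagent) in 20 mM phosphate pH 7.0 with 0.01% (detergent screen) or 0.0001% Triton X-100 was preincubated with compounds for 15 min at room temperature. Nitrocefin was then added from an 800 uM solution, and hydrolysis was followed at 480 nm.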
AmpC detergent: qHTS Inhibitors of AmpC Beta-Lactamase (assay with detergent); P00811; AmpC hydrolysis of nitrocefin, absorbance 480 nm, 0.01% Triton; Potency, µM (titrated, usually from 114 µM), for inactives: top-dose activity change, negative = inhibition, hits mostly inhibitors; hit rate 0.041% among 370,000; AID 485294, 2010;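 further: potency means the concentration at half of the fitted maximal effect; 0% = no-compound wells and -100% = no-enzyme wells; nearly all actives have a fitted effect of over 25% in size; some results filed as inactive show a strong effect at the top dose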
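AmpC (5.3 nM in the dispensed reagent) in 20 mM phosphate pH 7.0 with 0.01% (detergent screen) or 0.0001% Triton X-100 was preincubated with compounds for 15 min at room temperature. Nitrocefin was then added from an 800 uM solution, and hydrolysis was followed at 480 nm.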
AMA1-RON2 inh: qHTS for Inhibitors of AMA1-RON; Towards Development of Antimalarial Drug Lead: Primary Screen | AlphaScreen AMA1-biotinylated RON2 peptide binding | hit rate 0.2% among 360,000 | Potency, µM (series often up to 58.2 µM), without a hit: at the highest dose activity change, negative = inhibition, usual class: inhibitors | Plasmodium falciparum AMA1 (3D7) - RON2 peptide interaction;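 further: potency means the concentration at half of the fitted maximal effect; 0% = vehicle wells and -100% = peptide control; nearly all actives have a fitted effect of over 45% in size; some results filed as inactive show a strong effect at the top dose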
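AMA1 (3D7) with his tag at 25 nM final met compounds first, then biotinylated RON2 peptide at 25 nM; detection used donor plus acceptor beads, 10 µg/mL apiece, read by AlphaScreen after 30 min at room temperature.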
Sm TGR inh: qHTS Assay for the Inhibitors of Schistosoma Mansoni Peroxiredoxins | Schistosoma mansoni thioredoxin glutathione reductase (TGR), Q962Y6 | hit rate 3% among 360,000 | purified TGR, DTNB reduction, TNB absorbance 405 nm | Potency, µM (doses to about 114 µM), without a hit: top-dose activity change, negative = inhibition, hits mostly inhibitors; further: potency means the concentration at half of the fitted maximal effect; nearly all actives have a fitted effect of over 60% in size
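First, TGR (20 nM dispensed) and NADPH were mixed with compound. Second, a 15 min room-temperature incubation followed. Third, further NADPH and then DTNB were added to start the reaction. Finally, TNB absorbance was monitored kinetically.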
An asterisk follows results filed as active; u = inconclusive; x = no result given; & = joins results of further samples; [ ] = remark or other dose. Unless noted, the call rests on the fitted dose curve; in most records, active means well fitted curve in the direction sought with a large enough effect; inconclusive means small, poorly fitted or top-dose-only effect, or another doubt; inactive means no such curve, though single readings can be large; an effect the other way counts as inactive or inconclusive. Unless noted, on the % scale 0 is the no-effect control and ±100 the full control effect.

no.	mol	Tb PYK inh	LmPK inhibitor	HCMV inh	AmpC inh no detg
1	COc1ccccc1NC(=O)C(=O)Nc1ccc2c(c1)N(C(=O)C1CC1)CCC2	u	x	18	-4%
2	COc1ccccc1NC1CCCCC1NS(=O)(=O)c1ccc(C)cc1 (stereo unspecified)	7%	-5%	-16	-13%
3	CCOc1ccc(NC(=O)Cn2c(=O)n(-c3ccccc3)c(=O)c3c4c(sc32)CCCC4)cc1	0%	x	22	x
4	CCC(CC)c1nn2c(=O)cc(COc3ccc(NC(=O)c4cccc(C)c4)cc3)nc2s1	12%	x	16	x
5	CC(C)OCCCNC(=O)c1ccc(NC(=O)C2CCCO2)cc1 (stereo unspecified)	2%	-3%	38	2%
6	COc1ccc(NC(=O)CSc2nnc(Cn3c(=O)sc4ccccc43)n2C)c(OC)c1	-1%	0%	22	-8%
7	Cc1nc2ccccn2c1C(=O)NC1CCCCC1	-11%	6%	-10	0%
8	O=C(/C=C/c1ccco1)Oc1cccc2cccnc12	2%	5%	-72*	-13%
9	O=C(COc1ccc(Cl)cc1Cl)Nc1ccc(CN2CCOCC2)cc1	0%	-6%	0	133%[activator]
10	CCN(CC)S(=O)(=O)c1ccc(N2CCOCC2)c(NS(=O)(=O)c2ccc(C(C)C)cc2)c1	-27%	0%	-24	15%
11	COc1ccc(-c2noc(COc3ccc4ccccc4c3Br)n2)cc1OC	3%	3%	16	-8%
12	Cc1c(C(=O)OCc2ccccc2)[nH]c2c1C(=O)CC(c1ccc(Cl)cc1)C2 (stereo unspecified)	0%	x	-69*	x

no.	AmpC detergent	AMA1-RON2 inh	Sm TGR inh
1	-19%	-10%	-3%
2	u	-18%	-16%
3	18%	x	7%
4	9%	x	-3%
5	u	2%	25%
6	-2%	12%	3%
7	-2%	-11%	-1%
8	-5%	80%[activator]	u
9	u	-9%	-6%
10	-3%	11%	-2%
11	-9%	-2%	-14%
12	17%	x	4%

Brought forward from above: 2 compounds, then new ones.
no.	mol	Tb PYK inh	LmPK inhibitor	HCMV inh	AmpC inh no detg
11	COc1ccc(-c2noc(COc3ccc4ccccc4c3Br)n2)cc1OC	3%	3%	16	-8%
12	Cc1c(C(=O)OCc2ccccc2)[nH]c2c1C(=O)CC(c1ccc(Cl)cc1)C2 (stereo unspecified)	0%	x	-69*	x
13	CCOC(=O)c1sc(NC(=O)Nc2ccccc2F)nc1C	-1%	-6%	u	-17%
14	COc1cc(OC)c(NC(=O)Nc2ccc(OC)c(OC)c2)cc1Cl	1%	1%	-29	-14%
15	Cc1cc2nc3n(c2cc1C)CC1CC(C(=O)NCCc2cccs2)N(C)C31 (stereo unspecified)	6%	0%	44	31%
16	COc1ccc(-c2csc3ncnc(N4CCN(S(=O)(=O)c5ccc(Cl)s5)CC4)c23)cc1	-1%	x	-66*	-33%
17	COc1ccc(C(C(=O)NC2CCCC2)N(C(=O)c2ccoc2C)c2cc(C)cc(C)c2)cc1 (stereo unspecified)	3%	-1%	-3	27%
18	CC(C)CNC(=O)Nc1ccc(F)c(Cl)c1	0%	-1%	88	-33%
19	Cc1ccc(S(=O)(=O)N2CCCc3cc(NS(=O)(=O)c4ccc(C)c(C)c4)ccc32)cc1	-1%	x	-24	x
20	COc1ccc(NC(=O)CN2C(=O)NC3(CCCc4ccccc43)C2=O)c(OC)c1 (stereo unspecified)	-2%	x	24	-3%
21	CCCCN(C(=O)CSCc1ccc(C)cc1)c1c(N)n(CCC)c(=O)[nH]c1=O	-6%	-1%	81	-13%
22	Cc1ccc(-c2sc(-c3cccnc3)nc2CC(=O)O)cc1	-1%	-2%	-35	-28%
23	CC(NC(=S)N1CCN(c2ccccc2)CC1)c1ccccc1 (stereo unspecified)	-11%	6%	-35	-20%
24	CC1CCC(NCCc2ccc3c(c2)OCO3)CC1 (stereo unspecified)	31%[activator]	-1%	-13	-17%

no.	AmpC detergent	AMA1-RON2 inh	Sm TGR inh
11	-9%	-2%	-14%
12	17%	x	4%
13	-2%	5%	-3%
14	-14%	11%	-9%
15	-2%	0%	-8%
16	-9%	-5%	-6%
17	1%	6%	-28%
18	0%	-5%	x
19	2%	x	12%
20	x	-2%	x
21	2%	-8%	2%
22	3%	3%	40µM*
23	6%	-11%	10%
24	u	3%	3%

no.	mol	Tb PYK inh	LmPK inhibitor	HCMV inh	AmpC inh no detg
25	CCN1CCCC1CNC(=O)c1cc(S(=O)(=O)CC)c(N)cc1OC (stereo unspecified)	7%	0%&1%	x	-9%&-18%
26	CC(C)(C)c1ccc(/C=N/NC(=O)C(=O)NCCCN2CCOCC2)cc1	1%	-2%	-15	37%
27	Nc1[nH]c(C(=O)c2ccccc2)c(-c2ccncc2)c1C(=O)NCc1cccc2ccccc12	1%	x	-19	x
28	COc1cccc(NC(=O)C(C)C)c1	-1%	x	-11	-13%
29	COc1cccc(N2CCN(c3ccc([N+](=O)[O-])cn3)CC2)c1	1%	6%	-22	-12%
30	O=C(Nc1ccnn1C1CCN(C(=O)c2ccc(C(F)(F)F)cc2)CC1)C1CC1	-2%	0%	46	-5%
31	CC(C)NC1C2CCC(CC2)C1(O)c1ccc(Cl)c(Cl)c1 (stereo unspecified)	-6%	x	-25	x
32	CCOC(=O)C(C)N(c1ccccc1Cl)S(C)(=O)=O (stereo unspecified)	-13%	x	-17	8%
33	Cc1cccc(C)c1OCc1nc2c3cnn(-c4cccc(F)c4)c3ncn2n1	0%	x	10	x
34	COc1ccc(C(=O)/C=C/c2cc(OC)c(O)c(OC)c2)c(F)c1	-7%	0%	-96*	-38%
35	Cc1c(Br)cccc1NC(=O)C1(C)CCN1C(C)C (stereo unspecified)	2%	x	-80*	x
36	CN1C/C(=C/c2cccnc2)C(=O)/C(=C/c2cccnc2)C1	-1%	0%	-92*	-13%

no.	AmpC detergent	AMA1-RON2 inh	Sm TGR inh
25	2%&4%	x	6%&5%
26	u	15%	7%
27	x	35%[activator]	x
28	-2%	-8%	-18%
29	-14%	-8%	7%
30	4%	9%	4%
31	x	-8%	x
32	-14%	7%	-9%
33	11%	x	-1%
34	13%	4%[11.6 µM]	50µM*
35	x	11%	x
36	-7%	25%	u

Complete entries, looked up by structure. Screens in order: Tb PYK inh	LmPK inhibitor	HCMV inh	AmpC inh no detg	AmpC detergent	AMA1-RON2 inh	Sm TGR inh
CN1C/C(=C/c2cccnc2)C(=O)/C(=C/c2cccnc2)C1 is listed as -1%	0%	-92*	-13%	-7%	25%	u
CCN1CCCC1CNC(=O)c1cc(S(=O)(=O)CC)c(N)cc1OC (stereo unspecified) is listed as 7%	0%&1%	x	-9%&-18%	2%&4%	x	6%&5%
Cc1c(Br)cccc1NC(=O)C1(C)CCN1C(C)C (stereo unspecified) is listed as 2%	x	-80*	x	x	11%	x

Following part
no.	mol	Tb PYK inh	LmPK inhibitor	HCMV inh	AmpC inh no detg
37	COc1ccccc1Nc1c2c(nc3ccc(NC(=O)c4cccc(OC)c4OC)cc13)CCCC2	0%	x	-98*	x
38	Cc1cccc(NS(=O)(=O)c2cc(C(=O)N3CCCC3)ccc2Cl)c1	-7%	0%	79	-19%
39	O=C(CN1CCc2ccccc2C1)Nc1ccccc1Cl	-1%	-6%	-34	40%
40	CCOC(=O)c1c(-c2ccccc2)csc1N1C(=O)Nc2ccccc2N1O	0%	4%[11.5 µM]	1	-25%
41	CCc1ccc(NC(=O)CSc2nc(=O)n(CCCN3CCOCC3)c3c2CCCC3)cc1	-5%	x	-9	310%[activator]
42	CNC(=O)C1CCC(Cn2c(=O)[nH]c3ccsc3c2=O)CC1 (stereo unspecified)	-1%	x	19	x
43	O=C(Nc1ccc2c(c1)OCO2)c1cc(C2CCCCN2C(=O)c2ccc3c(c2)CCO3)on1 (stereo unspecified)	3%	x	u	x
44	CC(C)(C)n1cnc2cc(NCc3ccc(Br)cc3)ccc21	-12%	1%	130	46%
45	O=[N+]([O-])c1cc(-c2nc(-c3ccncc3)no2)ccc1NCc1ccccc1	-22%	x	1	x
46	CC(=O)N1CCOc2ccc(S(=O)(=O)Nc3cccc(C)c3)cc21	-3%	-3%	0	-19%
47	O=S(Cc1ccc(Cl)cc1)c1ccccc1 (stereo unspecified)	5%	x	-22	x
48	Cc1ccc(NC(=O)C2CCCN2C(=O)Oc2ccccc2)cc1 (stereo unspecified)	-9%	-4%	-17	-17%

no.	AmpC detergent	AMA1-RON2 inh	Sm TGR inh
37	6%	x	7%
38	2%	8%	-1%
39	3%	10%	17%
40	-1%	-2%	4%
41	-15%	8%	7%
42	15%	x	4%
43	x	27%	x
44	-1%	-19%	-9%
45	20%	x	5%
46	-9%	-1%	-15%
47	x	9%	x
48	u	9%	5%

no.	mol	Tb PYK inh	LmPK inhibitor	HCMV inh	AmpC inh no detg
49	COc1cc(OC)c(NC(=O)CCNC(=O)Cn2ccc3ccccc3c2=O)cc1Cl	-7%	0%	5	-5%
50	CC(C)CCNC(=O)CCn1nc(-c2ccccc2)ccc1=O	-2%	-7%	-10	9%
51	COc1ccccc1N1CCN(Cc2nc3ccsc3c(=O)[nH]2)CC1	-7%	-8%	-20	-3%
52	CCOc1ccc(NC(=O)CN(C)C(=O)CCNC(=O)c2ccccc2Cl)cc1OCC	-8%	x	-25	-1%
53	COc1cccc(-n2c(SCC(=O)Nc3cc(C)on3)nc3ccccc3c2=O)c1	-21%	2%	-26	-14%
54	CCCCCCCC(=O)N/N=C/c1cccnc1	-5%	2%	-9	-18%
55	CCN(CC)S(=O)(=O)c1ccc(C)c(NC(=O)COc2ccc3c(C)cc(=O)oc3c2)c1	1%	0%	-4	-15%

no.	AmpC detergent	AMA1-RON2 inh	Sm TGR inh
49	-13%	5%	-3%
50	-1%	7%	7%
51	2%	3%	-2%
52	u	13%	-4%
53	-18%	-7%	-21%
54	-10%	10%	-27%
55	-12%	1%[11.6 µM]	-10%

Screening data: PubChem, National Center for Advancing Translational Sciences (NCATS)
